# Screens deposited in PubChem by several laboratories.
# CSN inh – CSN deneddylation inhibition; Q92905; Purified CSN, SCF-Nedd8-OG deneddylation, fluorescence polarization; inhibition, % at 12.5 µM; 360,000 compounds, 0.38% hits; AID 651999;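 active = pattern-corrected inhibition above about 35%, with an unprinted fluorescence ratio check between 0.5 and 1.5, limit read from the data, passing the limit was not always enough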;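 also: 0% = enzyme with substrate and 100% = substrate without enzyme; some results filed as inactive read as strong as hits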
#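 test system = HEK293T-derived human Csn5 enzyme | amount = 0.24 nM Csn5 enzyme, final concentration | medium = Tris/NaCl/DTT buffer, pH 7.5 | schedule = 90 min reaction at room temperature | signal = FP | evaluation = inhibition of Csn5 cleavage, % | compound dosing = single dose of 12.5 µM compound with 0.25% DMSO | probe or stimulus = 10 nM SCFSkp2-Nedd8OG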
# MLLE-PAM2 inh – blocks PAM2 peptide binding to the PABP1 MLLE domain | inhibition, % at 20 µM | GST-MLLE / FITC-PAM2 fluorescence polarization | P11940 | 360,000 compounds, 0.36% hits; in the data active = inhibition above about 35%, passing the limit was not always enough;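 also: plate controls were DMSO wells with GST-MLLE for no effect and wells lacking GST-MLLE protein for full effect; some results filed as inactive read as strong as hits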
# Target sequence (P11940 whole entry, looked up, the tested form may be a part): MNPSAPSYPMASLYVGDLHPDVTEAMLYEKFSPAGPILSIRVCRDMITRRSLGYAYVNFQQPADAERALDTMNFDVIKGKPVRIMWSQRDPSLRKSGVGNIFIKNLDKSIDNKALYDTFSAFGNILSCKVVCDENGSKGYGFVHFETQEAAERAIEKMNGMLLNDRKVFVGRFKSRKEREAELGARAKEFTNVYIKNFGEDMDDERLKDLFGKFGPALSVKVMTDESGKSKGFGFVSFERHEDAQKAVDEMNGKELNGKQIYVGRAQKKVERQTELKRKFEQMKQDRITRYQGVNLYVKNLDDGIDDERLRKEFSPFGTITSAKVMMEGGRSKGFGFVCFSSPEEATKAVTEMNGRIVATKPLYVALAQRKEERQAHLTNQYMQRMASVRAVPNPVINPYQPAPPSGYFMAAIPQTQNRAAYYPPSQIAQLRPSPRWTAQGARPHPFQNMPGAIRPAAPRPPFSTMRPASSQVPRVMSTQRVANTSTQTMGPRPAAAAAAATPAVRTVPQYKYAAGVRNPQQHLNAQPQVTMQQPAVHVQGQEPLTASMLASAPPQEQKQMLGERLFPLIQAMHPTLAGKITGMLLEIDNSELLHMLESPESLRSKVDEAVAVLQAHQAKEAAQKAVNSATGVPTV
# MT1-MMP act inh – inhibitors of human MT1-MMP activation; AID 651647; 360,000 compounds, 0.061% hits; HT1080 RFP-PRO-GFP cells, GFP/RFP ratio fluorescence, overnight; percent of plate control window, DMSO zero; P50281; GFP/RFP ratio change, % at 20 µM;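 active = GFP/RFP ratio change of at least 30% with cell ATP level not reduced by more than half and red fluorescence within 50% of control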; also: strong numbers were not always called active
#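 Compound: 20 µM single dose, 1% DMSO / System: HT1080 RFP-PRO-GFP cells / Controls: DMSO and RFP-L50D-GFP cell wells / Read-out basis: GFP/RFP fluorescence ratio / Schedule: overnight compound exposure at 37 °C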
# Rin1-Abl PPI inh – blocks binding of human Rin1 to Abl; P00519+Q13671; TR-FRET Rin1/Abl binding, biochemical; inhibition, % at 7.35 µM; 360,000 compounds, 0.4% hits; in the data active = inhibition above about 5%, passing the limit was not always enough
# SKN-1 block – C. elegans SKN-1 inhibition; C. elegans VP596 Pgst-4::GFP/RFP ratio, acrylamide-induced, 24 h; inhibition, % at 21.8 µM; 360,000 compounds, 0.49% hits; AID 624304;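 active = interference check ratio from 0.5 to 1.5 plus GFP to RFP signal ratio inhibition reaching or exceeding a fixed threshold, cut at about 30% in these data, passing the limit was not always enough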; also: some compounds called inactive have numbers as strong as hits
# FAS-TE inh – inhibitors of human fatty acid synthase thioesterase domain; recombinant FAS-TE, OMFH fluorogenic substrate, fluorescence endpoint; inhibition, % at 15 µM; 360,000 compounds, 0.67% hits; AID 602261;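 active = compounds whose normalised, plate-corrected inhibition of enzyme fluorescence in the single-dose primary screen is 50% or more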;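 also: 0% = DMSO with enzyme and 100% = substrate without enzyme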
# Neddyl block – inhibitors of human cullin neddylation | TR-FRET cullin neddylation, biochemical | calls only at 25 µM | 360,000 compounds, 0.58% hits | AID 651699; in the data active = inhibition above about 36%
# Rpn11 block – Rpn11 (human) deubiquitinase inhibition; O00487; human 26S proteasome, Ub4-pepOG fluorescence polarization; 20S core pre-blocked with epoxomicin; calls only at 20 µM; 360,000 compounds, 0.59% hits; AID 588493;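 active = inhibition at 20 µM, scaled to each plate's controls, above about 33%, limit read from the data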
# NadD block – NadD (S. aureus) enzyme inhibition; AID 602399; inhibition, % at 20 µM; purified NadD enzyme, colorimetric absorbance read-out; 360,000 compounds, 0.78% hits; in the data active = inhibition above about 26%; also: some compounds past the cut are filed as inactive
# Starred values were filed as active, the others as inactive; i = inactive; x = no result given. A portion of the library; the hit share may differ from the screen's.
smiles	CSN inh	MLLE-PAM2 inh	MT1-MMP act inh	Rin1-Abl PPI inh	SKN-1 block	FAS-TE inh	Neddyl block	Rpn11 block	NadD block
COc1cc(CNCCc2c[nH]c3ccccc23)cc(OC)c1	-2	-10	1	0	-20	-7	i	i	-10
Cc1ccc(O)c(C(=O)c2cc(C(=O)NCCC(C)C)c(=O)n(CCC(C)C)c2)c1	0	1	-25	5	-9	16	i	i	-1
O=C(Nc1ccc(F)c([N+](=O)[O-])c1)N1C[C@H]2C[C@@H](C1)c1cccc(=O)n1C2	0	7	2	0	-7	11	i	i	1
C[C@]12CCC(=O)C=C1CCC1C2CC[C@@]2(C)C1CC[C@@]2(O)CC#N (some centres undefined)	-4	5	1	4	5	2	i	i	-3
O=C(CN1CC=C(c2ccccc2)CC1)Nc1cc(Cl)ccc1Cl	-6	-10	-7	0	-3	20	i	i	-1
O=c1[nH]c(=O)n(-c2ccc(F)cc2)c(O)c1C=NCCN1CCCCC1	-5	-4	3	-2	-10	-4	i	i	-2
C/C(=N\Nc1ccccc1)c1c(O)n(Cc2ccccc2)c(=O)[nH]c1=O	-12	1	-1	1	5	9	i	i	5
CCCCc1nc(N2CCNCC2)c(C#N)c2c1CSC(C)(C)C2	-10	0	-13	3	2	-41	i	i	0
O=c1cc(CN2CCNCC2)nc2sccn12	4	8	-1	-1	4	-9	i	i	-9
Cc1cc(OCC(=O)N[C@H](C(=O)O)c2ccccc2)c2c3c(c(=O)oc2c1)CCC3	6	8	5	-6	12	1	x	i	3
CCCOC(=O)c1c(N)n(Cc2cccs2)c2nc3ccccc3nc12	8	-3	-45	-3	0	5	x	i	3
C[C@]12CC[C@H](OC(=O)CCC(=O)O)CC1=CCC1C2CC[C@@]2(C)C1CC[C@@H]2OC(=O)CCC(=O)O (some centres undefined)	-4	9	-4	3	-25	-2	i	i	-1
CC(=O)c1ccc(OC(C)C)c(Cc2c(O)[nH]c(=S)[nH]c2=O)c1	5	-89	-2	0	-3	-5	i	i	-2
CC(C)(C)C(=O)OC[N+](C)(C)CCOC(=O)C(O)(c1ccccc1)C1CCCC1 (centres undefined)	-2	1	1	2	6	-7	i	i	-9
COc1ccc(-c2ccc3c(c2)CN(CC(C)C)Cc2cnnn2-3)cc1	5	3	4	4	12	16	i	i	-7
C[C@@H]1COc2cccc(N3CCN(C)CC3)c2S(=O)(=O)N1	-3	x	4	x	10	-10	i	x	-3
COc1ccc(C(c2nnnn2C2CCCC2)N2CCC3(CC2)C(=O)NCN3c2ccccc2)cc1 (centres undefined)	-2	13	3	6	8	10	i	i	9
CCCNC(=O)N1[C@H]2CC[C@@H]1C(C(=O)OC)=C(c1c(C)noc1C)C2	-7	8	2	-1	-2	-12	i	i	1
Cc1ccc2c(c1)C1CN(C)CCC1N2C(=O)c1cccnc1Cl (centres undefined)	-7	12	-2	-2	-2	-5	i	i	-3
CCCCn1c(O)c(C(C)=Nc2ccc(C(=O)O)cc2)c(=O)[nH]c1=O	2	-10	-19	-2	0	-16	i	i	3
O=c1c2ccccc2nc(/C=C/c2ccccc2O)n1-c1ccccc1O	26	6	-59	-2	10	-29	i	x	-3
CC1(C)CC(=O)c2cc(OCC(=O)N3CCN(Cc4ccccc4)CC3)ccc2O1	0	-16	-1	0	7	-3	i	i	-1
CC(C)S(=O)(=O)N1Cc2ccccc2-n2nncc2C1	4	11	3	-2	-2	-9	i	i	-3
Cc1c(Oc2cc(NN3CCCCC3)c([N+](=O)[O-])cc2[N+](=O)[O-])cccc1[N+](=O)[O-]	4	-6	5	2	-4	26	i	i	-6
CCC(=NCC1CCCO1)c1c(O)[nH]c(=O)[nH]c1=O (centres undefined)	-2	6	-1	4	-20	-13	i	i	-3

# Rewritten with values under each structure: 2 of the compounds above.
# Fields: CSN inh, MLLE-PAM2 inh, MT1-MMP act inh, Rin1-Abl PPI inh, SKN-1 block, FAS-TE inh, Neddyl block, Rpn11 block, NadD block
> O=C(CN1CC=C(c2ccccc2)CC1)Nc1cc(Cl)ccc1Cl
 : -6, -10, -7, 0, -3, 20, i, i, -1
> COc1cc(CNCCc2c[nH]c3ccccc23)cc(OC)c1
 : -2, -10, 1, 0, -20, -7, i, i, -10

# The listing picks up; the two compounds before the break are reprinted first.
smiles	CSN inh	MLLE-PAM2 inh	MT1-MMP act inh	Rin1-Abl PPI inh	SKN-1 block	FAS-TE inh	Neddyl block	Rpn11 block	NadD block
Cc1c(Oc2cc(NN3CCCCC3)c([N+](=O)[O-])cc2[N+](=O)[O-])cccc1[N+](=O)[O-]	4	-6	5	2	-4	26	i	i	-6
CCC(=NCC1CCCO1)c1c(O)[nH]c(=O)[nH]c1=O (centres undefined)	-2	6	-1	4	-20	-13	i	i	-3
Cc1cc(C)c2c(c1)NP(=S)(c1ccccc1)N2 (centres undefined)	-3	37	4	0	-6	11	i	i	3
CCOC(=O)C1=C(C)OC(N)=C(C(=O)OCC)[C@@]12C(=O)N(CC(N)=O)c1ccccc12	-4	2	4	1	9	-4	i	i	6
COC(=O)C1=C(c2ccc(-c3ccccc3)c(F)c2)C[C@@H]2CC[C@H]1N2C(=O)NCc1ccc(F)cc1	-5	3	-2	2	-6	26	i	i	-4
O=C(c1ccccc1F)N1C[C@H]2C[C@@H](C1)c1cccc(=O)n1C2	12	6	2	0	11	0	i	i	-2
Cc1cccc(N2CCN(Cc3ccc4c(c3)OCO4)CC2)c1C	7	2	0	1	12	14	i	i	1
CN(CCc1nnc(N)s1)[N+](=O)[O-]	6	22	2	5	12	1	i	i	-4
CCOC(=O)C(O)(c1ccc(NC(=O)NC)cc1)C(F)(F)F (centres undefined)	1	15	0	-2	-15	-2	i	i	-2
Cc1cc(OC(=O)N(C)C)nc(-c2ccc(C)c(Cl)c2)n1	-5	9	-2	-1	3	6	i	i	3
O=P(O)(O)Cc1ccccc1OP(=O)(c1ccccc1)c1ccccc1	0	-20	-2	0	2	-11	i	i	1
O=C1NCN(c2ccccc2)C12CCN(C(c1ccccc1OC(F)(F)F)c1nnnn1C1CCCC1)CC2 (centres undefined)	6	-5	5	3	-1	10	i	i	2
C[N+]1(CC(COCc2ccccc2)OC(=O)Cc2ccccc2)CCOCC1 (centres undefined)	-8	-124	0	-1	9	-6	i	i	17
NC(Cc1nc2ccccc2[nH]1)c1ccc(Cl)cc1 (centres undefined)	-2	-3	2	1	33	-2	i	i	-2
COc1ccccc1OCC#CCN1CCCC1	-2	-13	4	2	-5	-2	i	i	4
CCOC(=O)C(O)(c1ccc(NC(=O)Oc2ccccc2)cc1)C(F)(F)F (centres undefined)	-6	-2	6	0	-1	9	i	i	-2
Cc1ccc(N2C(=O)NC(=O)C(CCc3ccccn3)(Cc3cccc(Cl)c3Cl)C2=O)cc1 (centres undefined)	1	17	4	-1	8	-4	i	i	-2
Cc1ccc2c(c1)CCCN2N=O	1	1	-9	-3	7	-9	i	i	0
CNC(=O)O/N=C(\N)Cc1csc2ccccc12	2	-5	7	-1	6	-3	i	i	-3
Clc1ccc2c(N3CCNCC3)ccnc2c1	-4	3	-15	-3	1	-8	i	i	-1

# Profiles from above. Screens in order: CSN inh, MLLE-PAM2 inh, MT1-MMP act inh, Rin1-Abl PPI inh, SKN-1 block, FAS-TE inh, Neddyl block, Rpn11 block, NadD block
# O=C(c1ccccc1F)N1C[C@H]2C[C@@H](C1)c1cccc(=O)n1C2 across the screens: 12, 6, 2, 0, 11, 0, i, i, -2
# Cc1cc(C)c2c(c1)NP(=S)(c1ccccc1)N2 (centres undefined) across the screens: -3, 37, 4, 0, -6, 11, i, i, 3

# Some entries already given, limited to MT1-MMP act inh and Rpn11 block:
mol | MT1-MMP act inh | Rpn11 block
C[N+]1(CC(COCc2ccccc2)OC(=O)Cc2ccccc2)CCOCC1 (centres undefined) | 0 | i
O=C1NCN(c2ccccc2)C12CCN(C(c1ccccc1OC(F)(F)F)c1nnnn1C1CCCC1)CC2 (centres undefined) | 5 | i
